High-throughput results as filed in PubChem.
Autophagy HCS: alters autophagy in cells | MEF GFP-LC3 puncta imaging; test concentration mostly 10 µM | calls only at 10 µM (by protocol) | 0.98% of 190,000 active | AID 463193;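 active = percentage of spot-positive cells more than 3 SD above its plate mean, without a fluorescence outlier flag or 80% toxicity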;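 also: spot-positive cell cutoff set from DMSO-treated cells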
MT stabilize HCS: stabilizes microtubules in HeLa cells | % tubulin-high responders, % at 10 µM | 0.83% of 200,000 active | HeLa tubulin immunostaining HCS, 24 h; share of cells brighter than vehicle mean+2SD;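 active = plate Z-score above 3 for both tubulin-high and condensed-nucleus cell shares, with cell loss under 80%, at 10 µM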;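 also: anti alpha tubulin signal scored within the nucleus-defined area of each cell; some results filed as inactive read as strong as hits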
M17LAP inhibition: P. falciparum M17LAP inhibitors, primary screen, biochemical, fluorogenic H-Leu-NHMec substrate, 1536-well (AID 1619) | 0.38% of 220,000 active | one-dose inhibition, % at 30 µM; IC50 in µM for titrated hits | recombinant M17LAP, H-Leu-NHMec fluorogenic kinetic assay; higher % means a stronger effect;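 active = compound inhibiting the enzyme by more than half at any dose during confirmatory dose-response retesting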;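 also: plate controls were full reaction with DMSO carrier for no effect and no enzyme background for full effect; strong numbers were not always called active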
Dynein cargo inh: blocks dynein driven cargo transport along microtubules; 3617.4 mouse cells, GR-EGFP nuclear translocation imaging; test concentration mostly 20 µM; stimulated with dexamethasone, 1 µM; hits give low values; z-score, hits read low; 0.47% of 220,000 active; AID 1381;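 active = plate z-score of nuclear minus cytoplasmic receptor signal below a set negative limit, without overly bright fluorescence or cell loss, cut at about -3.5 in these data, passing the limit was not always enough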;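 also: z-score of nuclear minus cytoplasmic ring GR-EGFP intensity difference per well; some compounds called inactive have numbers as strong as hits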
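Buffer or medium: tet-free medium with charcoal-stripped serum / Also added: dexamethasone agonist, 1.0 µM final, for 30 min / Timing: induction 48 h, compound 1 h, agonist 30 min / Measured by: high-content fluorescence imaging after fixation / Read-out: nuclear-to-cytoplasmic GR-EGFP distribution per well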
Yfh1-depleted yeast: mitochondrial function rescue without frataxin homolog – Friedreich's ataxia, plus single-dose screen, dose response (AID 1465). S. cerevisiae Yfh1-off respiration, WST-1 reduction, 72 h; higher fold induction means a stronger effect. 0.074% of 220,000 active. fold induction at 50 µM, or EC50 in µM where a hit was titrated;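 active = fold induction of absorbance versus untreated yeast above a set limit, then at least 30% activation at any dose in follow-up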;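 also: activators that raise dye reduction in frataxin-depleted yeast; strong numbers were not always called active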
M1AAP inhibition: malaria alanyl aminopeptidase activity blockers – biochemical, fluorogenic H-Leu-NHMec substrate, 1536-well (AID 1445) | recombinant M1AAP, H-Leu-NHMec fluorogenic kinetic assay; higher % means a stronger effect | one-dose inhibition, % at 30 µM; IC50 in µM for titrated hits | 0.42% of 220,000 active;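 active = primary inhibition above the hit cutoff, then over 50% inhibition at one or more dose response concentrations, cut at about 23% in these data, passing the limit was not always enough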;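 also: plate controls were DMSO full reaction for no effect and no enzyme background for full effect; strong numbers were not always called active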
T cell HTS: modulates CD8 T cell binding to vesicles | calls only at 7 µM | 2C CD8+ T cell-vesicle binding, flow cytometry; hits give low values | 0.068% of 330,000 active;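 active = response, share of CD8 T cells binding vesicles, and their 90th percentile fluorescence all below set limits, cut at about 80% in these data, passing the limit was not always enough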
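Benchmarks: naked versus QL9-loaded vesicles / Assay system: purified 2C TCR transgenic mouse naive CD8+ T cells / Technique: high-throughput flow cytometry with anti-B7-1 and anti-CD8 staining / Timing: Cell–vesicle co-incubation 1.5 h at 37 °C, staining 20 min on ice / Read-out: percent CD8+ FL2 mean versus row control / Probe or stimulus: QL9-loaded Drosophila micro-vesicles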
bCat nuc transl: alters nuclear translocation of beta-catenin in HeLa cells. immunofluorescence imaging. nuclear translocation activity, % at 5 µM. 0.3% of 190,000 active. AID 1665;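 active = nuclear translocation activity above 50% at 5 µM, with a well cell count of 50 or more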;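 also: per-cell ratio of nuclear to cytoplasmic median beta-catenin stain intensity; plate controls were DMSO negative control for no effect and GSK-3 inhibitor IX positive control for full effect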
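assay system = human HeLa cells, endogenous beta-catenin | times = compound treatment 24 h, 37°C, 5% CO2 | detection = Anti-beta-catenin immunofluorescence on PFA-fixed, Triton-permeabilized cells, DAPI nuclei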
WT yeast gro inh: growth inhibition of WT yeast, mitochondrial fusion screen; inhibition, % at 10 µM; mitochondrial fusion phenotypic screen, WT strain; AID 1362; 2.1% of 190,000 active; in the data active = inhibition above about 58%; tested in S. cerevisiae
WT yeast gro inh mutant strain: also measured in WT yeast gro inh; calls as there; inhibition, %; mitochondrial fusion phenotypic screen, mutant strain inhibition
Dynein cargo inh cytoplasmic EGFP: further read-out of Dynein cargo inh, marked with its call; z-score; measured here: cytoplasmic GR-EGFP intensity; hits give high values
Dynein cargo inh nuclear GR-EGFP: second read-out of Dynein cargo inh, no call of its own (marks repeat the call); z-score; measured here: nuclear GR-EGFP intensity;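 lower value marks the stronger effect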
Dynein cargo inh cell count: second read-out of Dynein cargo inh, no call of its own (marks repeat the call); z-score; measured here: cell count per field
bCat nuc transl cell count 5 µM: further read-out of bCat nuc transl, marked with its call; cell count; measured here: cell count, cytotoxicity flag
T cell HTS vesicle-bound %: recorded beside T cell HTS, whose call it bears; double positive events, %; measured here: CD8+ vesicle-bound cell fraction;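 binding gate set so that unloaded-vesicle control wells show 10% double positive cells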
MT stabilize HCS Hoechst-high %: recorded beside MT stabilize HCS, whose call it bears; % Hoechst-high responders; measured here: nuclear condensation Hoechst responders;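 share of cells brighter than vehicle mean plus two SD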
MT stabilize HCS cytotoxicity %: second read-out of MT stabilize HCS, no call of its own (marks repeat the call); toxicity, %; measured here: cytotoxicity by cell density;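 0% = mean cell density of plate MIN control wells and 100% = no cells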
Autophagy HCS cell loss 18 h: recorded beside Autophagy HCS, whose call it bears; toxicity, %; measured here: cell loss, nuclei count;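 cell loss after 18 h compound exposure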
The depositor's hits bear a star; i = inactive; . = not tested or not shown; + = active, no number; & = joins results of further samples.

structure,Autophagy HCS,Autophagy HCS cell loss 18 h,MT stabilize HCS,MT stabilize HCS Hoechst-high %,MT stabilize HCS cytotoxicity %,M17LAP inhibition,Dynein cargo inh,Dynein cargo inh cytoplasmic EGFP,Dynein cargo inh nuclear GR-EGFP,Dynein cargo inh cell count,Yfh1-depleted yeast,M1AAP inhibition,T cell HTS,T cell HTS vesicle-bound %,bCat nuc transl,bCat nuc transl cell count 5 µM,WT yeast gro inh,WT yeast gro inh mutant strain
Cc1sc2ncnc(NCC3CCCO3)c2c1C (stereo unspecified),i,7,2.4,1.7,6.2,0%,-1,-0.22,-1.3,0.86,i,5%,i,52,2.3,1262,29,-16
COc1cc(Cl)c(C)cc1NC(=O)COC(=O)C(NS(=O)(=O)c1ccc(Cl)cc1)C(C)O (stereo unspecified),i,3,4.9,2.8,1.0,18%,0.44,-0.29,-0.11,-0.17,i,-3%,i,7,-5.2,522,14,-3
Cc1cc2cc(CN(C(=O)C3CC3)C3CCCC3)c3nnnn3c2cc1C,i,-14,3.3,2.1,3.1,-1%,1.4,-0.05,1.7,-1.2,i,-1%,i,59,-1.1,1163,2,-13
Cc1cccc(N2C(=O)CC(Sc3nc(-c4ccccc4)c4cc(Cl)ccc4n3)C2=O)c1 (stereo unspecified),i,7,5.8,2.1,24,8%,3.4,-0.1,2.2,-2.4,i,3%,i,17,-2.6,1058,-10,5
N#Cc1c(C(F)(F)F)cc(-c2ccc(Cl)cc2)nc1SCC(=O)O,i,-21,.,.,.,7%,1.6,0.089,1.2,-0.66,i,-4%,i,40,-0.3,962,15,1
COc1ccccc1NNC(=O)C(O)(c1ccccc1OC)c1ccccc1OC,i,0,3.1,1.7,8.7,-10%,1.2,-0.18,1.1,-1.9,i,8%,i,11,-0.1,1147,8,-4
O=C(O)COCC(=O)NCc1csc2ccccc12,.,.,.,.,.,-2%,0.76,-0.26,0.25,-0.36,i,1%,i,42,-1.3,1076,.,.
Cc1cc(C)c(C)c(OCC(=O)NCC2CCCO2)c1 (stereo unspecified),i,-1,2.8,1.2,17,5%,0.03,-0.21,0.15,-0.94,i,-3%,i,32,-1.8,1088,4,6
Cc1ccc(-n2c(=O)c3ccccc3n(CC(=O)NCc3ccco3)c2=O)cc1,i,-3,3.5,2.5,7.6,9%,0.95,-0.28,0.022,-0.88,i,8%,i,61,-0.7,1108,-15,6
CC(C)CCNC(=S)Nc1ccc([N+](=O)[O-])cc1,i,17,2.8,2.6,2.5,16%,0.091,-0.2,0.22,0.47,i,7%,i,28,3.4,588,79*,73*
Cc1ccnc(NC(=O)CCC2CCCCC2)c1,i,-1,3.8,1.2,2.5,2%,0.41,-0.19,0.59,0.41,i,-3%,i,52,.,.,25,33
Cn1c(CCNC(=O)c2ccco2)nc2cc(NS(=O)(=O)c3ccccc3)ccc21,i,5,5.6,3.3,5.5,-11%,-0.15,-0.22,-0.28,0.59,i,-8%,i,35,-4.8,1193,23,71
Cc1nn(C)cc1/C=N/NC(=O)c1sc2ccccc2c1Cl,i,-5,1.5,1.0,12,2%,-0.14,0.095,0.22,0.27,i,7%,i,44,.,.,-11,2
C=CCn1c2ccccc2c2nnc(SCN3C(=O)c4ccccc4C3=O)nc21,i,-21,5.1,2.9,4.2,-8%,-0.9,-0.16,0.21,0.14,i,4%,i,51,0.8,1182,17,18
CSc1ccc(S(=O)(=O)Nc2ccc(S(=O)(=O)Nc3ccc(C)cc3)cc2)cc1,i,-2,2.6,1.6,8.8,4%,0.21,-0.28,0.47,-0.57,i,-25%,i,13,0.8,1009,-4,-3
C[C@@H]1CN(Cc2nc(-c3cnccn3)no2)C[C@H](C)O1,i,-7,2.0,1.7,5.8,.,-0.73,-0.17,0.079,0.66,i,.,i,39,0.3,1035,-13,-12
C=CCn1c(SCc2ccccc2)nc2scc(-c3ccc(C)o3)c2c1=O,i,2,3.0,1.7,6.7,-8%,-0.81,-0.18,-1.1,0.52,i,4%,i,5,.,.,-6,-16
COc1ccc(/C=N/NC(=O)c2cccc([N+](=O)[O-])c2)cc1OS(=O)(=O)c1ccccc1,i,-6,1.7,1.1,6.5,-5%,0.89,-0.21,0.74,0.025,i,3%,i,60,-2.2,1036,-8,4
COc1ccc(S(=O)(=O)N(CC(=O)O)c2ccc(C)cc2)cc1,i,14,2.1,1.8,3.5,2%,-0.39,-0.21,-0.078,0.28,i,5%,i,64,-2.9,946,-22,-20
COc1ccccc1NC(=O)NCCN1C(=O)C2C3C=CC(C3)C2C1=O (stereo unspecified),i,18,10,2.0,8.6,4%,-0.29,-0.31,0.093,0.92,i,3%,i,63,.,.,11,-1
CC(=O)NC(CC(=O)NCCN1C(=O)S/C(=C\c2ccccc2)C1=O)c1ccccc1 (stereo unspecified),.,.,.,.,.,-3%,1.8,-0.19,0.76,-1.2,i,5%,i,29,-1.3,1154,.,.
O=C(CSc1nnnn1-c1ccc2c(c1)CCC2)Nc1ccc2c(c1)OCCO2,i,3,6.5,1.1,14,6%,0.052,-0.058,0.18,0.42,i,-3%,i,26,-3.1,1058,20,12
CCC1CCCCN1S(=O)(=O)c1ccc2c(c1)CCN2C(=O)C1CCC1 (stereo unspecified),i,14,3.6,1.3,12,-4%,-1.6,0.86,-0.7,0.076,i,0%,i,21,-0.8,1346,3,9
C[c-]1[c-](C)[c-](C)[c-](C)[c-]1C.[Fe].c1cc2nccc(N3CCCC3)[c-]2c1 (stereo unspecified),.,.,.,.,.,3%&-6%,0.52&-0.57,-0.69&-0.82,0.58&-0.2,-0.6&0.58,i,9%&6%,i,7&27,-1.4,1116,.,.
O=C(NNC(=S)Nc1ccccc1Cl)c1ccncc1,.,.,.,.,.,44%,-0.5,-0.19,0.18,0.89,i,36%,i,49,-1.2,1316,.,.
COc1cc(C2NCCC(=O)C2(C)C)cc(OC)c1OC (stereo unspecified),i,10,2.8,1.8,0.6,-5%,-0.65,-0.28,-0.7,0.76,i,5%,i,38,-1.7,507,-3,-11
COc1ccc(/C=C2/N=C3CCCCCN3C2=O)cc1,i,5,1.0,2.7,4.1,0%,-1,-0.29,-0.39,0.24,i,3%,i,16,.,.,-10,-5
Cc1ccc(N(CCC#N)C(=O)CN2C(=O)NC(Cc3ccccc3)C2=O)cc1 (stereo unspecified),i,-9,1.4,1.2,1.0,9%,-0.88,-0.17,-0.33,-0.001,i,-4%,i,30,-2.2,1049,14,5
COc1ccc(Cc2nn3c(Cn4nnc5ccccc54)nnc3s2)cc1,i,2,3.2,1.4,6.4,3%,-0.22,-0.12,0.52,2.5,i,0%,i,51,1.1,1096,0,0
COc1cc(SC)ccc1C(=O)NCC1CCCO1 (stereo unspecified),i,-5,2.1,1.4,4.8,8%,-0.4,0.92,0.052,0.44,i,4%,i,34,-1.6,1067,86*,9.9*
CCN1CCCC1CNC(=O)c1cc(OC)c(OC)c(OC)c1 (stereo unspecified),i,-8,1.4,1.5,5.6,4%,0.019,0.0016,0.4,0.13,i,0%,i,45,-1.0,947,-10,8
CC(C)N(C1=CC(=O)OC12CCCCC2)C(C)C,.,.,.,.,.,-4%,0.0022,-0.25,-0.027,0.11,i,0%,i,38,-0.2,1283,.,.
CCOc1ccc(-c2nnn(CC(=O)NCc3cccs3)n2)cc1,i,7,8.6,3.8,0.0,-2%,1.1,0.99,1.2,-2.1,i,5%,i,15,-1.4,922,-4,-3
Cc1ccc([N+](=O)[O-])cc1S(=O)(=O)NCc1cccnc1,i,-3,1.7,4.2,11,-20%,1.7,-0.22,0.49,-1.2,i,7%,i,15,-1.7,920,-5,-20
CC(C)CNC(=O)c1ccccc1Oc1ccccc1,i,-13,2.8,1.0,4.4,3%,0.23,0.18,0.32,-0.45,i,2%,i,49,.,.,15,10
COCCNc1ccnc2c(Cl)cccc12,i,-41,2.7,0.8,5.5,17%,1.8,-0.15,1.5,-0.86,i,-2%,i,45,-1.6,529,19,2
CCOC(=O)c1c(-c2ccccc2)oc2cc(CN(C)C)c(O)c(CN(C)C)c12,+,44*,0.7,0.8,11,.,-1.1,0.11,-0.51,0.84,.,.,i,28,.,.,.,.
COC(=O)c1ccccc1NC(=S)N(Cc1ccc2c(c1)OCO2)Cc1cc2cc(OC)ccc2[nH]c1=O,i,1,3.1,1.4,11,5%,-0.49,-0.18,-0.32,-0.012,i,3%,i,60,0.1,941,9,11
O=C(/C=C/c1ccc2c(c1)OCO2)Nc1nncs1,.,.,.,.,.,1%,-0.19,-0.26,-0.11,0.69,i,1%,i,19,4.4,974,.,.
